mcGAS RapidFire = mouse cGAS inhibition by mass spec. Q8C6L5. recombinant mouse cGAS, cGAMP by RapidFire MS. inhibition, % at 12.5 µM. actives 0.18% (n = 130,000);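 active means inhibition of cGAS enzyme activity at or above 60%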;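 further: enzyme stimulated by 45 bp dsDNA with ATP and GTP substrates; cGAMP share of summed cGAMP plus half ATP and half GTP signals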
Target sequence (Q8C6L5 whole entry, looked up): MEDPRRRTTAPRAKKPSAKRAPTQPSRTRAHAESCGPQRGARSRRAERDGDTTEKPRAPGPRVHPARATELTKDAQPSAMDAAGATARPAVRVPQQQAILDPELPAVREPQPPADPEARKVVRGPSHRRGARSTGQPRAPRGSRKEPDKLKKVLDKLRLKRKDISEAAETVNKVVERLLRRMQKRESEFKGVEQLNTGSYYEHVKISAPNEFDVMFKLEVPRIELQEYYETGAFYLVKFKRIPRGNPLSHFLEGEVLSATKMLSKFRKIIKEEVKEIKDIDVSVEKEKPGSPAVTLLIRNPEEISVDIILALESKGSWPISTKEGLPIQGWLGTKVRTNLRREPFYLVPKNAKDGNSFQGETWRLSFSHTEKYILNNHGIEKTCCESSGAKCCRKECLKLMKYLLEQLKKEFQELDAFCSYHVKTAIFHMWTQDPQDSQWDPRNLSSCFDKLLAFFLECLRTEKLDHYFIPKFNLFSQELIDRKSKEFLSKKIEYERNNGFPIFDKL
The depositor's hits bear a star; & = joins results of further samples. Not all compounds are listed, so the mix of outcomes need not match the whole.

SMILES	mcGAS RapidFire
O=C(O)c1cc(-c2ccc3c(c2)OCCO3)cc(S(=O)(=O)N2CCCC2)c1	-7
CCCN(Cc1ccsc1)C(=O)c1cc(C)c(C)c(S(N)(=O)=O)c1	-19
CN(C)C(=O)CCC1C(=O)OC(C)(O)C1(C)C (stereo unspecified)	-8
NC(=O)c1ccc(N2CCN(Cc3cccc(-n4cccn4)c3)CC2)nc1	-6
NC(=O)CNC(=O)CCCOc1ccc(F)cc1F	-4
CN(C(=O)NCCc1cccc(F)c1)C1CCS(=O)(=O)C1 (stereo unspecified)	-2
Nc1nc(NCC2CCC(CNS(=O)(=O)c3cccc4ccccc34)CC2)nc2ccccc12 (stereo unspecified)	0
CC(=O)Nc1ccc(Oc2ncnc3ccsc23)cc1	-10
COc1cc(-c2nc(C(N)=O)c3[nH]c(=O)n(-c4cccc(C)c4)c3n2)cc(Br)c1O	-9
Cc1c(C(=O)NC2CC2)c(C(F)(F)F)nn1C1CCCN(C)C1 (stereo unspecified)	-11
CCOCCCNC(=O)c1cc(N)ccc1N1CCCCC1	-3
CC1c2cccn2CCN1Cc1ccc(C#CC(C)(C)O)s1 (stereo unspecified)	-13
O=C1CSc2ccc(C(=O)OCCN3C(=O)c4ccccc4S3(=O)=O)cc2N1	1
O=C(Cc1ccccc1)N1CCCC(OCc2ccccc2)C1 (stereo unspecified)	-2
CN(CCNC1CCN(c2ccc(F)cc2)C1)S(C)(=O)=O (stereo unspecified)	-12
Cn1cc(/C=C/C(=O)Nc2cc(OCC(F)(F)F)cc(OCC(F)(F)F)c2)cn1	-31
CCCS(=O)(=O)Nc1ccccc1C(=O)Nc1ccc(Cl)c(Cl)c1	-6
CCOC(=O)NC(CNCc1ccc(F)cc1F)CC(C)C (stereo unspecified)	-17
Cc1cc(C)c(CNC(C)(C)c2noc(CN(C)C)n2)cc1C	-9
CN(C)CCN(Cc1ccc(Cl)cc1)C(=O)C1CCC(=O)NC1 (stereo unspecified)	-6
Cc1ccc(C=C2SC(=S)N(CCC(=O)O)C2=O)o1	-4
COc1cc2c(cc1OC)C(c1ccc(N)cc1)=NNC(=O)C2	-2
COc1cc(OC)cc(-c2noc(CN)n2)c1	-2
CCc1nnnn1Cc1noc2c1CCCC2	-6
CCOC(=O)c1c(NC(=O)c2cccc([N+](=O)[O-])c2)sc(C(=O)Nc2ccccc2C)c1C	-2
Cc1cn2nc(NC3CCc4ccccc43)sc2n1 (stereo unspecified)	1
COc1ccc(C(=O)C[n+]2ccc3c(c2)ncn3C)cc1	-8
COc1cc(C(=O)OCCCN2CCCN(CCCOC(=O)c3cc(OC)c(OC)c(OC)c3)CC2)cc(OC)c1OC	-8
Cc1cc(NC(=O)COC(=O)C2(c3cccc(Cl)c3)CCC2)no1	-7
c1csc(-c2nc(SCC3COc4ccccc4O3)n[nH]2)c1 (stereo unspecified)	1

In the list so far, five have an aryl methoxy group.
SMILES	mcGAS RapidFire
COc1cc(-c2nc(C(N)=O)c3[nH]c(=O)n(-c4cccc(C)c4)c3n2)cc(Br)c1O	-9
COc1cc2c(cc1OC)C(c1ccc(N)cc1)=NNC(=O)C2	-2
COc1cc(OC)cc(-c2noc(CN)n2)c1	-2
COc1ccc(C(=O)C[n+]2ccc3c(c2)ncn3C)cc1	-8
COc1cc(C(=O)OCCCN2CCCN(CCCOC(=O)c3cc(OC)c(OC)c(OC)c3)CC2)cc(OC)c1OC	-8

Next section.
SMILES	mcGAS RapidFire
COc1c[nH]c(CN2CCCC(C(=O)c3ccc(-c4ccccc4)cc3)C2)cc1=O (stereo unspecified)	-2
CC1(C)CC(=O)C(N=Nc2cc(S(=O)(=O)N3CCOCC3)ccc2Cl)=C(O)C1	-9
CC(C)Cc1noc(C2CCCN(Cc3ncc[nH]3)C2)n1 (stereo unspecified)	1
CCC(C)NC(=O)c1ccc(OCCOC)c(Br)c1 (stereo unspecified)	-13
CC(C)(O)C#Cc1ccc(C(=O)N[C@@H]2c3ccccc3C[C@@H]2O)o1	-8
Cc1[nH]c(=S)[nH]c(=O)c1C	-2
Cc1ccc(NC(=O)NC(=O)C(C)Sc2nc(CN3CCOCC3)nc3ccccc23)c(C)c1 (stereo unspecified)	0
c1ccc(C(Cc2nc(-c3cccnc3)no2)c2ccccc2)cc1	-19
CCCCSc1nc2c(c(=O)[nH]1)C(c1cccs1)C(C(=O)OC)C(C)=N2 (stereo unspecified)	-2
COc1ncc(CN2CCC(C(O)c3cccs3)CC2)cn1 (stereo unspecified)	-1
Cc1cc(=O)[nH]c(-n2nc(C)c(CCC(=O)Nc3ccc4c(c3)OCCO4)c2C)n1	-4
CCCc1nc(C)cc(N2CC(n3nc(C)cc3C)C2)n1	7
O=C(Nc1cc(-n2cccc2)ccc1F)C1CCS(=O)(=O)C1 (stereo unspecified)	-4
O=S(=O)(O)NC1CCCCC1	-4
O=C(Cn1nc(-c2ccc(F)cc2)ccc1=O)Nc1cc(C(F)(F)F)cc(C(F)(F)F)c1	-11
Cc1ccc(CNC(=O)C2CCCN(C3CCN(C(=O)C4CC4)CC3)C2)o1 (stereo unspecified)	-8
CCOC(=O)C1=C(C)N(C)C(=O)NC1c1ccc2c(c1)OCO2 (stereo unspecified)	6
CCc1[nH]c2ccc(CNc3ncc(F)c(N4CCOCC4)n3)cc2c1C	-6
O=[N+]([O-])c1ccccc1C=CC=Nn1cc(-c2ccccc2)[nH]c1=S	1
Cc1cc(C(=O)NCC2CCCN(Cc3cnc(C)s3)C2)no1 (stereo unspecified)	0
O=C1C(c2ccccn2)=[N+]([O-])c2ccccc21	14
CCCN(Cc1nc2sc3c(c2c(=O)[nH]1)CCC3)C1CC(OCC)C12CCCC2 (stereo unspecified)	-5
Cc1c(C(=O)NC2CC2)cnn1-c1ccccc1C(F)(F)F	-6
CCOC(=O)C1=NN(c2ccc(C)cc2)C2OCCCC12 (stereo unspecified)	1
O=c1cc(COc2ccc(Cl)cc2)nc2ccc(Br)cn12	15
CC(C#N)c1cccc(C(=O)N2CCOC(COc3cccc(C(F)(F)F)c3)C2)c1 (stereo unspecified)	-5
Cc1ccccc1C(C)NC(=O)Cn1c(-c2cscn2)nc2ccccc21 (stereo unspecified)	-13
COc1ccc2cc(C(=O)NCC(c3cccs3)N3CCOCC3)ccc2c1 (stereo unspecified)	-8
Cc1cccc(-c2nc(C#N)c(NCc3ccccc3Cl)o2)c1	-3
Cn1cc(I)c(C(=O)O)n1	-20
CC1CN(C)CCN1C(C)C(=O)N1CCCC(C(N)=O)C1 (stereo unspecified)	-5
N#Cc1ccc(NCc2nccn2CCCc2ccccc2)nc1	-6
COCCN(CC(C)C)C(=O)Nc1ccc(C)cc1Br	1
Cc1cc(C)c(C(=O)OC(C)C(=O)NC(=O)NC2CC2)c(C)c1 (stereo unspecified)	8
COC(=O)N1CCC(Nc2nc3c(cc2C#N)CCC3)C1 (stereo unspecified)	-3
O=C(C=Cc1nc2ccccc2o1)N1CCc2ccccc21	-19
O=C(CN1CCCCC1)NN1CC(=O)N(c2cccc(C(F)(F)F)c2)CC1=O	-3
CCCCc1ccc(N=Cc2nc(-c3ccc(C)cc3)oc2O)cc1	-13
Cc1nn(C2CCS(=O)(=O)C2)c(C)c1CNC(C)CCc1ccccc1 (stereo unspecified)	10
O=C(Cn1nc2ccccc2n1)N1CCCC(Nc2ccc3c(c2)OCO3)C1 (stereo unspecified)	-8&-5
CCN(C(=O)c1ccc(S(=O)(=O)N2CCOCC2)o1)c1ccccc1	9
O=C(Nc1ccc(Cl)c(Cl)c1)Nn1cnc2ccccc2c1=O	-9
COC(=O)c1ccc(-c2noc(CN3CCN(Cc4ccc(OC)cc4)C(=O)C3)n2)cc1	-7
CC(C)(CCCNC(=O)C1(C#N)CCCCC1)C1OCCO1	-2
Cc1nc(NCCNC(=O)c2ccc(F)cc2F)cc(N2CCOCC2)n1	-12
O=C(Nc1ncc(Cc2ccc(F)c(F)c2F)s1)c1ccsc1	3
Cc1csc2nc(CN3CCCC(C(=O)NCC4CC4)C3)cc(=O)n12 (stereo unspecified)	-25
CCc1cc(C(=O)NCC(F)(F)F)n[nH]1	-2
CN1CCC2(CCN(C(=O)c3cc(C(F)(F)F)[nH]n3)CC2)C1	-36
N#CC(Br)Cc1ccccc1C(=O)O (stereo unspecified)	-8

Further results follow:
SMILES	mcGAS RapidFire
OCCn1ncc2c1CCCC2NCc1ccc(-c2ccc(F)cc2)o1 (stereo unspecified)	4
Cc1ccc(C2CC(=O)c3cn4ncnc4nc3C2)cc1 (stereo unspecified)	0
COCc1ccc(C(=O)NS(=O)(=O)Cc2ccccc2C#N)cc1	-11
COc1ccc(Cl)cc1S(=O)(=O)N1CCC2(CCCNC2)C1 (stereo unspecified)	5
CC1CC(N(C)CCc2ccc(Br)cc2)C(=O)O1 (stereo unspecified)	-10
CC(CN1CCOCC1)NC(=O)C(C)CS(=O)(=O)c1ccc(F)cc1 (stereo unspecified)	-15
CCC(Oc1ccc2c(c1)CCCC2)C(=O)N1CCc2[nH]ncc2C1 (stereo unspecified)	-30
CCOCCn1c(=NC(=O)C2=COCCO2)sc2cc(OCC)ccc21	0
Cc1nnc(NC(=O)CN(C)C(=O)OC(C)(C)C)s1	1
c1ccc(OCc2noc(CN3CCN(C4CCCC4)CC3)n2)cc1	-4

A section from further up:
SMILES	mcGAS RapidFire
OCCn1ncc2c1CCCC2NCc1ccc(-c2ccc(F)cc2)o1 (stereo unspecified)	4
Cc1ccc(C2CC(=O)c3cn4ncnc4nc3C2)cc1 (stereo unspecified)	0
COCc1ccc(C(=O)NS(=O)(=O)Cc2ccccc2C#N)cc1	-11
COc1ccc(Cl)cc1S(=O)(=O)N1CCC2(CCCNC2)C1 (stereo unspecified)	5
CC1CC(N(C)CCc2ccc(Br)cc2)C(=O)O1 (stereo unspecified)	-10

(further entries)
SMILES	mcGAS RapidFire
CCC(C)=NN=c1sc2ccccc2n1C	-6
Cc1nc2cc(C)c(C)cc2s1	-2
Cc1ccc2oc(=O)n(CCC(=O)N3CCC4(CN(C)C(=O)O4)C3)c2c1 (stereo unspecified)	-17
CCC(CO)n1cc2c(c1-c1ccccc1)c(=O)n(C)c(=O)n2C (stereo unspecified)	-4
Cc1cc(Cl)ccc1N=Cc1nc(-c2ccccc2F)oc1O	-3
CCOC(=O)N1CCC(N2CCN(Cc3cccc(OC)c3)C(CCO)C2)CC1 (stereo unspecified)	-10
CN1CC(=O)N(CN2CCN(c3ccc(F)cc3)CC2)C1=O	3
O=C(CCSc1ccc2c(c1)OCCO2)NCCN1CCNC1=O	-19
C#CCNC(=O)c1ccccc1NC(=O)c1ccc(OC)cc1	3
NC(=O)c1ncn([C@@H]2O[C@H](CO)[C@@H](O)[C@H]2O)n1	-8

The final five records of the section before are carried over, then new ones follow:
SMILES	mcGAS RapidFire
CCOC(=O)N1CCC(N2CCN(Cc3cccc(OC)c3)C(CCO)C2)CC1 (stereo unspecified)	-10
CN1CC(=O)N(CN2CCN(c3ccc(F)cc3)CC2)C1=O	3
O=C(CCSc1ccc2c(c1)OCCO2)NCCN1CCNC1=O	-19
C#CCNC(=O)c1ccccc1NC(=O)c1ccc(OC)cc1	3
NC(=O)c1ncn([C@@H]2O[C@H](CO)[C@@H](O)[C@H]2O)n1	-8
COCC1(NC(=O)Nc2nc(-c3ccccc3)ns2)CCCC1	-20
Cc1ccccc1SC1CCN(C(=O)c2cn(CC3CCCO3)nn2)CC1 (stereo unspecified)	-11
Cc1ccc2c(n1)-n1c(nc3cc(C(F)(F)F)ccc3c1=O)CO2	3
CN(C)C12C=CC(c3ccccc31)c1ccccc12	2
c1ccc(Cn2nnc3c(N4CCNCC4)ncnc32)cc1	-8
O=C(NCCc1cccnc1)c1coc(COc2ccc(F)cc2Cl)n1	-5
CN(Cc1cnn(C)c1)C(=O)C1CCCCC1C(=O)O (stereo unspecified)	-4
COC(=O)Cn1c(=O)c2c(nc3n(C(C)C)c(C)c(C)n23)n(C)c1=O	-17
COC(=O)c1cc2n(n1)CCCN(C(=O)CCN1CCCCO1)C2	-19
Cc1nc2n(n1)C(=O)C(C(c1ccc([N+](=O)[O-])cc1)N1CCc3ccccc3C1)S2 (stereo unspecified)	-9
Cc1[nH]cnc1-c1nccn1C(C)c1cccs1 (stereo unspecified)	-11
O=C(OCc1csc(-c2ccccc2)n1)c1cccc(O)c1	-4
O=S(=O)(c1ccc(Cl)cc1)N1CCN(Cc2ccc(O)c3ncccc23)CC1	-2
CCn1c(CC2CCNCC2)nn(Cc2cccc3ccccc23)c1=O	8
O=C(NCC1(O)CCSC1)c1cc2ccccc2s1 (stereo unspecified)	1
Oc1[nH]c2ccccc2c1N=Nc1cccc(Cl)c1Cl	4
COc1ccc(CNC(=O)C2(C)CCCN(C(C)C)C2)cc1 (stereo unspecified)	-4
Oc1oc(-c2ccc(Cl)cc2)nc1C=Nc1cccc2ccccc12	-1
CC(C)c1cc(=O)[nH]c(-n2nc(-c3cccs3)cc2NC(=O)c2cc3ccccc3o2)n1	2
O=C(NCCc1cnc2ccccn12)c1cc2n(n1)CCNC2	6

An excerpt from above in order of their number in mcGAS RapidFire, high to low.
| Compound | mcGAS RapidFire |
| --- | --- |
| O=C(NCCc1cnc2ccccn12)c1cc2n(n1)CCNC2 | 6 |
| CC(C)c1cc(=O)[nH]c(-n2nc(-c3cccs3)cc2NC(=O)c2cc3ccccc3o2)n1 | 2 |
| COc1ccc(CNC(=O)C2(C)CCCN(C(C)C)C2)cc1 (stereo unspecified) | -4 |

The listing continues.
SMILES	mcGAS RapidFire
CCN(CC)S(=O)(=O)c1cc(C(=O)Nc2cc(F)cc(F)c2)n(C)c1	-7
CCCCCOc1ccc(C(=O)N(C)C2CCN(C)CC2)cc1OCCCCC	-3
O=C(Nc1nnc(-c2ccccn2)s1)C1CCCCC1C(F)(F)F (stereo unspecified)	1
CCCC(=O)N1CCC1(C)C(=O)NS(=O)(=O)c1cc2c(cc1C)CCCS2(=O)=O (stereo unspecified)	-2
CCCCCCn1c(CN2CCN(c3ccc(F)cc3)CC2)nc2c1c(=O)n(C)c(=O)n2C	-1
CCOc1ccc(C(=O)C2CC(=O)Nc3c2c(C2CC2)nn3C)cc1OCC (stereo unspecified)	-10
O=c1[nH]c2ccc(Cl)cc2c(-c2ccccc2)c1Oc1cccc2cccnc12	-6
CC(=O)NC(C)(c1ccccc1)c1nc(-c2cncnc2)cs1 (stereo unspecified)	7
Cc1ccc(-c2ccccc2CN2CCN(Cc3ccsc3)C(CCO)C2)o1 (stereo unspecified)	-5
COc1ccccc1NC(=O)c1csc(Nc2cccc(C)n2)n1	-4
O=C(CN1C(=O)NC2(CCCCCC2)C1=O)NCC1CCCCC1	-6
